USP1 inh – blocks the human USP1/UAF1 deubiquitinase complex; O94782; recombinant USP1/UAF1, Ub-Rhodamine cleavage fluorescence; Potency, µM (doses to about 57.1 µM), without a hit: at the top dose activity change, negative = inhibition, usual class: inhibitors; 390,000 compounds, 0.23% hits; AID 743255; note: potency is the fitted concentration of half-maximal effect; % is set by controls: 0 for no effect and ±100 for the full control effect; nearly all actives have a fitted effect of over 60% in size; inactives centre near -12
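Step one: compound is pinned into 1nM USP1/UAF1 in HEPES pH 7.8 buffer with TCEP. Step two: 15 min room-temperature incubation. Step three: Ub-Rho (150nM final) starts cleavage, tracked by fluorescence over six one-minute reads.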
Pin1 inhibitor – blocks the human prolyl isomerase Pin1; Q13526; Pin1 FP peptide displacement, HiFluor488, 10 min; Potency, µM (titrated, usually from 115 µM), for inactives: at the top dose activity, negative = inhibition, hits mostly inhibitors; 390,000 compounds, 0.009% hits; active = well fitted inhibition curve with a large enough effect in the polarisation, with a control signal flat, not every such curve was filed as active; inconclusive = small, poorly fitted or top-dose-only effect, or effect the other way, or a change in a side signal; inactive = no such curve, though single readings can be large or run the other way; the % refers to the polarisation; note: potency is the fitted concentration of half-maximal effect; % is set by controls: 0 for no effect and ±100 for the full control effect
Target sequence (Q13526 whole entry, looked up): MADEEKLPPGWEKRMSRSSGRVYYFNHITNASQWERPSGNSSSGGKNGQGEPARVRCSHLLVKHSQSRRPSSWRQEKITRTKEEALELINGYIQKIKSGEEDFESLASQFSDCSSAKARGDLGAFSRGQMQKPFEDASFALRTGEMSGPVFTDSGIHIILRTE
PGK inhibitor – inhibitors of T. brucei phosphoglycerate kinase | PGK/GAPDH coupled, Kinase-Glo luminescence, 60 min | Potency, µM (highest dose often 57.5 µM), inactives show top-dose activity change, negative = inhibition, most hits filed as inhibitors | 380,000 compounds, 0.043% hits | AID 602233; note: potency is the fitted concentration of half-maximal effect; % is set by controls: 0 for no effect and ±100 for the full control effect; nearly all actives have a fitted effect of over 60% in size
Target sequence (P07378 whole entry, looked up): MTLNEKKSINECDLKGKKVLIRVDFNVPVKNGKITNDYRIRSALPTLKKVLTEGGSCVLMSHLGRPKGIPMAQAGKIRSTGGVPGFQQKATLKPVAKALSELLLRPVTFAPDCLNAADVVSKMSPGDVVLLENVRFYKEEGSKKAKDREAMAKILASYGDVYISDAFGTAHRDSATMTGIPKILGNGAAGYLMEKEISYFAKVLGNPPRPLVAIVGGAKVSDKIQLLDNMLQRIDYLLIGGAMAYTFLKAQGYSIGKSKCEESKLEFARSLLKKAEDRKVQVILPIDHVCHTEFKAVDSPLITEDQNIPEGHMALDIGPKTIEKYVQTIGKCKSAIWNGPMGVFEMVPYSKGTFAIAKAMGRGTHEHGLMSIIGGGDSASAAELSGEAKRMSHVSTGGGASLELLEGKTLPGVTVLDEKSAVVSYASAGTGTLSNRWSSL
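Recombinant glycosomal PGK reaction used 1,3-bisphosphoglycerate generated in-well by GAPDH (100nM final) in 100mM TEA pH 7.6, 5mM MgCl2, 0.01% Tween-20. After 60 minutes at room temperature, ATP was read by Kinase-Glo Plus luminescence end-point.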
TrxR1 substrate – substrates of rat thioredoxin reductase 1 | purified TrxR1 substrate turnover, NADPH consumption readout | Potency, µM (doses to about 114 µM), without a hit: at the highest dose activity change, negative = substrate turnover | 390,000 compounds, 0.01% hits; note: potency is the fitted concentration of half-maximal effect; % is set by controls: 0 for no effect and ±100 for the full control effect; nearly all actives have a fitted effect of over 50% in size
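Rat TrxR1, dispensed at 90 nM, was prereduced with 400 uM NADPH (final) for 5 min at ~22 deg C, then incubated with compound 15 min before 400 uM selenite. A first-read NADPH fluorescence drop versus no-compound background flagged substrates.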
mIDH1 inhibitor – blocks human mutant IDH1 R132H enzyme | AID 602179 | 390,000 compounds, 0.093% hits | IDH1-R132H enzyme, NADPH consumption, diaphorase/resazurin fluorescence | Potency, µM (doses to about 76.6 µM), for the others: top-dose activity change, negative = inhibition, usual class: inhibitors; note: potency is the fitted concentration of half-maximal effect; % is set by controls: 0 for no effect and ±100 for the full control effect; nearly all actives have a fitted effect of over 65% in size
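IDH1-R132H (0.5 ug/mL) preincubated 30 min with compound, then NADPH (0.016 mM) and alpha-KG (2 mM) added; 80 min at RT, pH 7.5. Remaining NADPH coupled via diaphorase/resazurin to fluorescence (540/590 nm); concentration-response curves normalized to no-enzyme control.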
rTrxR1 inhibitor – blocks rat thioredoxin reductase 1 | O89049 | recombinant rTrxR1, NADPH fluorescence consumption, selenite substrate | AID 588453 | 390,000 compounds, 1% hits | Potency, µM (top dose mostly 114 µM), without a hit: at the highest dose activity change, negative = inhibition, hits mostly inhibitors; note: potency is the fitted concentration of half-maximal effect; % is set by controls: 0 for no effect and ±100 for the full control effect; nearly all actives have a fitted effect of over 65% in size
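Rat TrxR1 (90 nM in the dispensed reagent) was pre-reduced with 400 uM NADPH for 5 min at room temperature, then incubated with compound for 15 min. After 400 uM selenite was added, NADPH fluorescence (Ex 340/Em 450 nm) was followed for 8 min.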
HP1b binding inh – HP1-beta chromodomain-methylated histone interaction inhibition | P83916 | Potency, µM (series often up to 114 µM), without a hit: at the highest dose activity change, negative = inhibition, actives largely listed as inhibitors | 390,000 compounds, 0.56% hits | AlphaScreen HP1-beta / biotin-H3K9me3 peptide binding; note: potency is the fitted concentration of half-maximal effect; nearly all actives have a fitted effect of over 70% in size; inactives centre near 23
Target sequence (P83916 whole entry, looked up): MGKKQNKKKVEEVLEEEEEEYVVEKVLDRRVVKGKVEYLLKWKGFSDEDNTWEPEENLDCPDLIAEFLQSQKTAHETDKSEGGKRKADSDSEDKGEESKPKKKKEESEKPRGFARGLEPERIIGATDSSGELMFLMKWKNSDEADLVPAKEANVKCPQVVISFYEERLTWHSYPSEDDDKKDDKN
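Compound inhibition of the preformed complex between 50 nM HP1-beta and 50 nM biotinylated H3K9me3 peptide was read by AlphaScreen. Buffer was PBS pH 7.4 with 0.01% Tween-20. Incubations ran 30 min at room temperature, with 10 ug/mL donor/acceptor beads.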
GLS inhibitor – glutaminase GLS (human) inhibition; AID 624170; GLS enzymatic activity, qHTS titration; 410,000 compounds, 0.21% hits; Potency, µM (doses to about 45.5 µM), inactives show top-dose activity change, negative = inhibition, hits mostly inhibitors; note: potency is the fitted concentration of half-maximal effect; % is set by controls: 0 for no effect and ±100 for the full control effect
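Human kidney-isoform GLS in 45 mM KH2PO4 pH 8.2, 0.02% Tween-20, with compound, started with 1mM L-Glutamine (added stock). Glutamate oxidase/HRP/Amplex red coupled fluorescence read at start and after 30 min at RT.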
PI4K2A inh – PI4K2A (human) kinase inhibition; activity change, negative = inhibition, % at 76.9 µM; Q9BTU6; purified PI4K2A, ADP-Glo luminescence, 1 h; stronger effect = lower value; AID 1346378; 420,000 compounds, 0.13% hits; in the data active = activity change below about -50%; inconclusive = mostly about -30% to -49%;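 note: -100% = wells without enzyme as full effect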
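ADP-Glo luminescence measured ADP generated by PI4K2A enzyme (4 ug/mL before mixing) with 1.2 mM PI substrate (pre-mix) and 300 microM ATP (pre-mix). Tris pH7.5 buffer with MgCl2, Triton X-100; 1 h reaction at ambient temperature.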
* hit, by the source's call; i = inactive; ? = inconclusive; nt = no result given; & = joins results of further samples; [ ] = another dose, or the depositor's remark. Unless noted, calls come from the whole dose curve; as a rule, active = well fitted curve in the direction sought with a large enough effect; inconclusive = small, poorly fitted or top-dose-only effect, or another doubt; inactive = no such curve, though single readings can be large; an effect the other way counts as inactive or inconclusive. Not all compounds are listed; count on the stated rates, not on these rows.

SMILES	Pin1 inhibitor	USP1 inh	HP1b binding inh	GLS inhibitor	PI4K2A inh	PGK inhibitor	rTrxR1 inhibitor	mIDH1 inhibitor	TrxR1 substrate
O=C(NCC(c1cccnc1)N1CCc2ccccc21)c1ccccc1Br (centres undefined)	5%	-3%	37%	21%	0	13%	13%	8%	-2%
O=C(Nc1nccs1)c1cc(S(=O)(=O)N2CCOCC2)ccc1Cl	-8%	-7%	28%	9%	-4	7%	4%	0%	4%
O=C(COc1ccc(S(=O)(=O)N2CCOCC2)cc1Cl)NCC1CCCO1 (centres undefined)	-6%	-12%	46%[activator]	1%	-2	i	19%[0.0914 µM]	7%	-9%
CN(C)CCCNC1=CC(=O)CC(c2ccccc2)C1 (centres undefined)	0%	-5%	11%	-15%	-2	-10%	25%[57.1 µM]	8%	6%[57.1 µM]
O=C1c2[nH]nc(-c3ccccc3O)c2C(c2cccc(O)c2)N1Cc1ccncc1 (centres undefined)	-8%	11%	35%	7%	-1	-5%	16%	2%	-1%
CCOc1cc(C2NC(=O)N(C)C(C)=C2C(=O)OC)cc(Br)c1O (centres undefined)	29%	-6%	25%	10%	2	8%	?	-7%	8%[57.1 µM]
CCN1CCN(CC(O)COCC2COc3ccccc3O2)CC1 (centres undefined)	-1%	-10%	20%	-8%	-8	-3%	48%[activator][57.1 µM]	-1%	15%[57.1 µM]
CC(=O)SC(C)CC(=O)Nc1ccccc1 (centres undefined)	0%	-8%	35%	1%	-9	8%	-11%	7%	-9%
COc1ccc(NC(=O)c2ccccc2NS(=O)(=O)c2ccc(C)cc2)c([N+](=O)[O-])c1	8%	-14%	-30%	-4%	2	0%	18%	-5%	9%
Cc1nn(C)c(-c2n[nH]c(=S)n2-c2ccccc2)c1Cl	1%	-19%	19%	5%	-2	0%	?	4%	-4%

As a working copy, some entries already given:
SMILES	Pin1 inhibitor	USP1 inh	HP1b binding inh	GLS inhibitor	PI4K2A inh	PGK inhibitor	rTrxR1 inhibitor	mIDH1 inhibitor	TrxR1 substrate
COc1ccc(NC(=O)c2ccccc2NS(=O)(=O)c2ccc(C)cc2)c([N+](=O)[O-])c1	8%	-14%	-30%	-4%	2	0%	18%	-5%	9%
Cc1nn(C)c(-c2n[nH]c(=S)n2-c2ccccc2)c1Cl	1%	-19%	19%	5%	-2	0%	?	4%	-4%

(cont.)
SMILES	Pin1 inhibitor	USP1 inh	HP1b binding inh	GLS inhibitor	PI4K2A inh	PGK inhibitor	rTrxR1 inhibitor	mIDH1 inhibitor	TrxR1 substrate
COc1ccc(-c2csc(NC(=O)CSc3nc(SC)ns3)n2)cc1	20%	-16%	14%	-2%	1	nt	30%	-5%	-4%
Cc1ccc(CN(Cc2cc3cccc(C)c3[nH]c2=O)C(=O)N(C)C)cc1	-8%	-15%	49%[activator]	0%	1	-3%	11%[57.1 µM]	5%	1%[57.1 µM]
Cc1ccc(NC(=O)CCc2c(C)nn(-c3ccc(N4CCCCC4)nn3)c2C)cc1F	5%&6%	-16%&-20%	23%&95%	6%&4%	-5&-30	-1%	1%	-7%&13%	-12%
O=C(c1ccco1)N1CCN(C(=O)c2ccc(CS(=O)c3ccc(Cl)cc3)o2)CC1 (centres undefined)	0%	-6%	51%[activator]	1%	7	5%	-21%	0%	-1%
COc1cc(C)nc(N2CCCC(C(=O)NCC(C)C)C2)n1 (centres undefined)	-1%	-14%	17%	-7%	5	-7%	13%[57.1 µM]	-7%	10%[57.1 µM]
COc1ccc(NC(=O)c2cc(S(=O)(=O)N3CCOCC3)cn2C)c(OC)c1	-3%	-7%	34%	0%	0	-8%	19%[57.1 µM]	-6%	6%[57.1 µM]
Cc1ccc(NC(=O)c2sc3ncn(CC(=O)N4CCN(c5ccccn5)CC4)c(=O)c3c2C)cc1Cl	5%	-24%	67%[activator]	0%	-2	-7%	24%	2%	3%
COc1ccc(NC(=O)[C@@H]2CC=C[C@@H]3CCN(Cc4ccccc4)C(=O)[C@@H]32)cc1	2%	-29%	41%[activator]	-3%	-3	0%	18%&1%	15%	-6%[57.1 µM]
CC(C)(C)c1ccc(S(=O)(=O)NCCN2CCOCC2)cc1	nt	-18%	nt	-1%	4	i	nt	-14%	nt
CC(C)(C)OC(=O)C[C@@H]1C/C=C\C[C@@H](CC(=O)N(CCO)Cc2ccccc2)C(=O)N2CCC[C@H]2COC1=O	1%	-11%	9%	-8%	0	-1%	13%	-3%	6%

SMILES	Pin1 inhibitor	USP1 inh	HP1b binding inh	GLS inhibitor	PI4K2A inh	PGK inhibitor	rTrxR1 inhibitor	mIDH1 inhibitor	TrxR1 substrate
C[C@H](NC(=O)c1ncn2c1C(=O)N[C@@H](C)C2)C(=O)OC(C)(C)C	nt	-18%	nt	0%	-1	i	nt	31%	nt
CCOC(=O)N1CCN(S(=O)(=O)c2cc(OCC(=O)NC3CCCCC3)c(C)cc2Cl)CC1	-2%	-12%	16%	nt	6	-6%	11%	0%	6%
CCc1sc(C(=O)Nc2cccnc2)cc1Br	-12%	-21%	31%	-15%	4	-3%	25%	1%	-2%
CCC(C)n1c(=N)c(C(=O)NCc2ccco2)cc2c(=O)n3cc(C)ccc3nc21 (centres undefined)	?	-29%	26%	-19%	-6	-11%	43%[activator]	-2%	113%[activator]
COc1ccc(S(=O)(=O)N2CCC(C(=O)NCCC(=O)Nc3cccc(OC)c3)CC2)cc1	-8%	-18%	12%	-1%	5	-11%	-3%	-4%	-9%
Cc1ccccc1S(=O)(=O)NNC(=O)C(=O)NNc1ccccn1	-17%	-12%	53%[activator]	23%	2	7%	-12%	-1%	-4%
Cc1nn(C)c(C)c1NS(=O)(=O)c1cccc(Br)c1	-5%	-6%	9%	20%	4	-2%	-1%	9%	-9%
COc1cc(C(=O)NNC(=O)c2cccn2C)cc(OC)c1OC	-4%	-14%	16%	1%	3	-6%	-9%	1%	-3%
COc1cccc(NC(=O)CN(C)S(=O)(=O)c2ccc3nc(C)sc3c2)c1	-1%	-13%	49%	-6%	1	nt	-5%	nt	-3%
O=C(NCCO)c1cccc(Cl)c1	1%	-9%	23%	-4%	5	i	19%	4%	5%

SMILES	Pin1 inhibitor	USP1 inh	HP1b binding inh	GLS inhibitor	PI4K2A inh	PGK inhibitor	rTrxR1 inhibitor	mIDH1 inhibitor	TrxR1 substrate
Cc1cccn2c(=O)c(C(=O)NC3CC(C)CC(C)(C)C3)c(O)nc12 (centres undefined)	-6%	-22%	58%[activator]	-11%	-3	-1%	?	-9%	24%
CCOc1cccc(N2C(=O)CC(NNC(=O)c3ccc(Br)o3)C2=O)c1 (centres undefined)	2%	4%	41%[activator]	0%	-1	-7%	1%[57.1 µM]	4%	2%[57.1 µM]
COc1cc(/C=C/C=C2/CC/C(=C/C=C/c3ccc(O)c(OC)c3)C2=O)ccc1O	?	-18%	?	?	?	?	-71%[57.1 µM]	7%	-9%[57.1 µM]
COCc1ccc(CN2CCC(n3nccc3NC(=O)CCOc3ccccc3)CC2)o1	1%	-11%	10%	11%	-1	14%	2%	13%	0%
COc1cc(OC)cc(-c2cc3nc(C)c(CCC(=O)Nc4ccc(C(C)=O)cc4)c(C)n3n2)c1	-2%	12%	24%	-2%	-2	-13%	22%	-3%	36%[activator]
Cc1cc(NC(=O)NC(=O)c2ccccc2NC(=O)CN(C)C)ccc1Oc1ncc(Br)cn1	-1%	-8%	17%	7%	-1	3%	-1%[11.4 µM]	4%	10%[57.1 µM]
CCOC(=O)N1CCN(c2c(N3CCN(c4ccccc4OC)CC3)c(=O)c2=O)CC1	-10%	-5%	57%[activator]	1%	-3	3%	-13%	-12%	-13%
O=C(COC(=O)c1cccc(Cl)c1)Nc1ccc2[nH]c(=O)[nH]c2c1	19%	-15%	24%	-8%	4	-10%	-6%	8%	-5%
Cc1ccsc1C(=O)NNC(=O)C1CC=CCC1C(=O)O (centres undefined)	-3%	-16%	34%	0%	2	-9%	-8%	9%	-5%
C[C@H](CO)N1C[C@H](C)[C@H](CN(C)Cc2ccncc2)Oc2cc(-c3ccccc3F)ccc2S1(=O)=O	nt	-33%	nt	3%	-1	2%	nt	-1%	nt

SMILES	Pin1 inhibitor	USP1 inh	HP1b binding inh	GLS inhibitor	PI4K2A inh	PGK inhibitor	rTrxR1 inhibitor	mIDH1 inhibitor	TrxR1 substrate
Cc1ccc2cc(/C=N/NC(=O)c3ccccc3[N+](=O)[O-])c(Cl)nc2c1	-2%	10%	-20%	-1%	-11	-2%	-1%[57.1 µM]	-3%	0%[57.1 µM]
CC1CC(C)CN(CC(=O)NNC(=O)COc2ccc(Cl)cc2)C1 (centres undefined)	1%	-26%	52%[activator]	11%	-4	7%	15%	-12%	10%
CC(C)N(Cc1nc(-c2ccccc2)no1)C(=O)CSc1ccccc1	0%	-8%	50%[activator]	3%	0	i	13%[57.1 µM]	4%	-1%
O=C1CC(c2ccc(Cl)cc2)CC(O)=C1C=NCCO (centres undefined)	-3%	-18%	0%[57 µM]	-7%	2	-7%	2%	4%	3%
O=C(Nc1ccccc1C(=O)N1CCCCCC1)c1cccc([N+](=O)[O-])c1	-1%	-3%	8%	0%	1	-6%	-13%	2%	-10%
